# Screens: PubChem, several laboratories
# Large T inhibition: TAg ATPase/helicase activity blockers – biochemical (AID 1903); SV40 large T antigen ATPase/helicase inhibition assay; higher % means a stronger effect; one-dose inhibition, % at 20 µM; IC50 in µM for titrated hits; 0.39% of 310,000 active; in the data active = a potency from the dose series; inconclusive = inhibition mostly from about 32% at the one dose, without a potency; inactive = the rest, 99 in 100 with inhibition below about 32%; also: strong numbers were not always called active
# PMI inhibitors: inhibitors of human PMI, primary screen, biochemical, fluorescence intensity, coupled assay (AID 1209); 0.42% of 190,000 active; inhibition, % at 20 µM, or IC50 in µM where a hit was titrated; purified PMI enzyme, coupled fluorescence intensity; higher % means a stronger effect;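 also: plate controls were DMSO vehicle for no effect and wells lacking substrate for full effect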
# PMI inhibition: MPI inhibition at elevated mannose 6-phosphate – biochemical, fluorescence intensity, high mannose 6-phosphate, primary screen (AID 1220); inhibition, % at 20 µM; hits with a dose series show IC50 in µM; recombinant PMI enzyme, coupled fluorescence intensity; higher % means a stronger effect; 0.66% of 190,000 active
# CSM14.1 death rescue: protection against thapsigargin-triggered cell killing – 384-well, CSM14.1, ATP luminescence, primary screen (AID 1222); one-dose cellular ATP content (survival), % at 20 µM; EC50 in µM for titrated hits; CSM14.1 thapsigargin-induced death rescue, ATP luminescence; higher % means a stronger effect; 190,000 tested, under 10 active;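 active = EC50 below 50 µM in the dose-response confirmation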;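 also: death triggered by thapsigargin at about 15 µM added after 2 h compound pretreatment; cell ATP read after overnight thapsigargin exposure of roughly 18 to 22 hours; normalized against plate controls of thapsigargin alone and 5% DMSO vehicle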
# RSV antiviral HEp-2: inhibition of RSV-induced cytopathic effect – HEp-2 cells, primary 10 µM value included (AID 2391); HEp-2 cells, RSV-induced CPE inhibition; higher % means a stronger effect; CPE inhibition, % at 10 µM, or IC50 in µM where a hit was titrated; 0.13% of 310,000 active; in the data active = a potency from the dose series; inconclusive = CPE inhibition mostly from about 23% at the one dose, without a potency; inactive = the rest, 99 in 100 with CPE inhibition below about 21%; also: strong numbers were not always called active
# PhoP inhibition: PhoP-dependent GFP reporter repression – Salmonella Typhimurium, primary screen (AID 1863). S. Typhimurium PhoP-regulated promoter GFP reporter, 4 h; higher % means a stronger effect. inhibition, % at 50 µM; hits with a dose series show IC50 in µM. 0.16% of 300,000 active;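 active = inhibition over 29.93%, a cutoff 3 SD above the screen mean, later confirmed by dose response; inconclusive = inhibition over 29.93% but no dose response follow-up; inactive = inhibition at most 29.93% or unconfirmed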;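 also: 0% = low Mg2+ inducing control and 100% = high Mg2+ repressing control; strong numbers were not always called active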
# Ins promoter up: MIN6 insulin promoter up-regulation | MIN6 insulin promoter-GFP reporter, high-content imaging; active compounds read high | z-score at 5 µM | 0.3% of 190,000 active;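 active = z-score above 3 at 5 µM with at least 500 cells counted in the well; inconclusive = wells under 500 cells, flagged as cytotoxic or low count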
# West Nile antiviral: inhibition of WNV-induced cytopathic effect – cell-based, CPE readout (AID 1621); West Nile virus-infected cells, CPE inhibition; higher % means a stronger effect; CPE inhibition, % at 10 µM, or IC50 in µM where a hit was titrated; 0.02% of 290,000 active; in the data active = a potency from the dose series; inconclusive = CPE inhibition mostly from about 3.7% at the one dose, without a potency; inactive = the rest, 99 in 100 with CPE inhibition below about 2.2%; also: strong numbers were not always called active
# TNAP activation fold: stimulation of alkaline phosphatase TNAP activity – biochemical, luminescent, no phosphate acceptor, uHTS, primary screen (AID 1001). 0.03% of 200,000 active. activation fold at 20 µM, or EC50 in µM where a hit was titrated. purified TNAP, luminescent activation assay, no phosphate acceptor; higher activation fold means a stronger effect; in the data active = activation fold from about 3, or a potency from the dose series; inactive = the rest, 99 in 100 with activation fold below about 1.6; also: many of its hits are not listed in these tables
# Ins promoter up cell count: recorded beside Ins promoter up, whose call it bears; cell count; measured here: cytotoxicity, nuclei count;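 total cells summed across four imaged fields per well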
# An asterisk follows results filed as active; ? = inconclusive; nt = not tested or not shown. Rule as the data show it, unless noted: active = inhibition above about 50%; inactive = the rest.
# Start of the listing, in advance:
SMILES,Large T inhibition,PMI inhibitors,PMI inhibition,CSM14.1 death rescue,RSV antiviral HEp-2,PhoP inhibition,Ins promoter up,Ins promoter up cell count,West Nile antiviral,TNAP activation fold
COc1ccc(CNC(=O)C2CCN(S(=O)(=O)c3ccc(SC)cc3)CC2)cc1,11%,nt,nt,nt,1.0%,-1%,nt,nt,-0.5%,nt
CCOc1ccccc1-n1c(SCC(=O)N(CC)CC)nnc1-c1ccccn1,-1%,0%,-4%,-1.1%,2.9%,-5%,0.3,1336,0.0%,1.1

# The whole of this part, previewed entries included:
SMILES,Large T inhibition,PMI inhibitors,PMI inhibition,CSM14.1 death rescue,RSV antiviral HEp-2,PhoP inhibition,Ins promoter up,Ins promoter up cell count,West Nile antiviral,TNAP activation fold
COc1ccc(CNC(=O)C2CCN(S(=O)(=O)c3ccc(SC)cc3)CC2)cc1,11%,nt,nt,nt,1.0%,-1%,nt,nt,-0.5%,nt
CCOc1ccccc1-n1c(SCC(=O)N(CC)CC)nnc1-c1ccccn1,-1%,0%,-4%,-1.1%,2.9%,-5%,0.3,1336,0.0%,1.1
COc1cc(O)c2c(=O)c3c(OC)c(O)ccc3oc2c1,29%,17%,23%,-4.2%,6.7%,-5%,-0.42,680,0.3%,1
CCCc1cc(=O)[nH]c(SCCc2ccccc2)n1,8%,nt,nt,nt,-2.0%,-4%,nt,nt,0.4%,nt
O=C(O)COc1ccc2c(c1)O/C(=C\c1ccco1)C2=O,18%,nt,nt,nt,1.0%,-2%,nt,nt,0.1%,nt
Cc1ccc(Cl)cc1NS(=O)(=O)c1cn(C)nc1C,1%,nt,nt,nt,0.9%,1%,nt,nt,-0.3%,nt
CCOc1ccc(N2C(=O)CC(/C=C3/N(C)c4ccccc4C3(C)C)C2=O)cc1 (centres undefined),13%,-11%,-33%,2.4%,6.3%,1%,-0.57,1247,nt,1
CC(C)C[C@H](NC(=O)N1CC(=O)Nc2ccccc21)C(=O)N1CCC(C(=O)O)CC1,10%,nt,nt,nt,0.3%,-14%,nt,nt,0.2%,nt
Cc1cn(C)c(=O)n(C)c1=O,1%,-1%,0%,0.1%,1.9%,-1%,-0.15,1276,1.8%,1.1
Cn1c(-c2ccco2)n[nH]c1=S,17%,-5%,-2%,0.1%,0.2%,4%,2.1,1605,-0.3%,1
COc1cccc(Nc2nc(-c3sc(NC(=O)CC(C)C)nc3C)cs2)c1,11%,2%,16%,-0.4%,14%,14%,-1.7,1173,-0.4%,1
CCCc1nnc(NC(=O)CCC(=O)NC2CC2)s1,5%,nt,nt,nt,0.7%,-12%,nt,nt,0.1%,nt
COC(=O)[C@@H]1CC[C@H](C)[C@@H](c2ccc(C)cc2)N1C(=O)c1ccc(/C=N/O[C@@H](C)c2cn([C@H](CO)Cc3ccccc3)nn2)cc1,11%,16%,17%,-1.8%,-3.5%,3%,-0.62,1138,nt,1
CCOc1cc(N2CCOCC2)c(OCC)cc1NC(=O)CN1CCCC1,-2%,12%,21%,-1.6%,1.8%,6%,-0.11,1504,0.1%,0.9
Cc1c(CCO)c(=O)[nH]n1S(=O)(=O)c1ccccc1,26%,-1%,4%,-1.9%,-1.1%,0%,nt,nt,-0.4%,1.1
Cc1ccc(C(=O)C(C)OC(=O)C2=COCCO2)cc1C (centres undefined),11%,-3%,-9%,0.4%,2.6%,9%,-0.11,888,0.2%,1.1
CC[C@H](C)NC(=O)c1ccc(Cn2c(=S)[nH]c3c([nH]c4ccc(OC)cc43)c2=O)cc1,9%,1%,-7%,-3.1%,1.5%,-4%,-0.13,1542,-0.5%,1
Cc1scc(C(=O)Nn2cnnc2)c1-c1ccccc1,12%,21%,6%,3.5%,0.0%,7%,-0.4,1257,0.3%,1.1
Oc1ccc(CN2CCc3ccccc3C2)c2cccnc12,4%,42%,48%,-1.8%,5.8%,43µM*,-6.1,720,0.3%,1.2
COc1ccc(/C=C/C(=O)N2CCN(c3ccccn3)CC2)c2ccccc12,9%,9%,6%,nt,5.2%,4%,-0.15,1126,1.2%,1.1
Cc1c(NC(=O)Nc2ccc(C(C)C)cc2)c(=O)n(-c2ccccc2)n1C,14%,nt,nt,nt,-0.2%,6%,nt,nt,-0.5%,nt
O=C(Nc1ccc2[nH]c3c(c2c1)CCCC3)c1ccco1,25%,31%,26%,nt,1.3%,5%,0,986,0.7%,1.1
O=C(COC(=O)CNC(=O)c1ccccc1)Nc1ccccc1Cl,6%,-5%,-2%,1.3%,1.3%,-14%,-0.26,1198,0.4%,1
C=CCn1c(SCC(=O)OCC)nc(C(F)(F)F)cc1=O,11%,-4%,-2%,1.4%,-2.0%,-7%,-0.04,1419,0.6%,1.1
C=CCn1c(CNC(=O)c2ccco2)nnc1SCC(=O)c1ccccc1,13%,-42%,-75%,-0.8%,1.4%,-1%,0.43,1522,-0.3%,1.1
Cc1ccccc1NC(=O)Cn1nc(C(=O)O)c2ccccc2c1=O,4%,nt,nt,nt,0.1%,4%,nt,nt,-0.1%,nt
CSc1ccccc1C(=O)C1CCCN(Cc2c(C)n(C)n(-c3ccccc3)c2=O)C1 (centres undefined),9%,1%,-6%,-0.7%,-1.0%,9%,0.74,1492,-1.0%,1.1
COc1ccccc1NC1=NC(c2ccc(Cl)cc2)N=C(N)N1 (centres undefined),0%,14%,8%,-3.7%,0.2%,0%,1.3,1653,-0.8%,1.3
COC(=O)C(CC(C)C)Oc1ccc2c(C)cc(=O)oc2c1 (centres undefined),3%,6%,5%,-2.6%,0.5%,2%,0.91,1192,-0.2%,1.1
Cc1cc(N2CCN(C)CC2)nc2ccc(NC(=S)NCc3cccs3)cc12,31%,5%,15%,-0.6%,7.0%,-5%,-0.48,1191,14%,1.1
CC(OC(=O)CC1CC2CCC1C2)C(=O)Nc1ccc(N2CCOCC2)cc1 (centres undefined),11%,6%,9%,-14%,-0.2%,-5%,-0.08,1318,0.1%,1.1
COC(=O)c1ccccc1C(=O)c1ccc2c(c1)NC(=O)CO2,3%,-10%,-2%,0.8%,0.5%,-3%,-0.37,1300,-0.2%,1.1
CCC1=NN(C(=O)C(=O)Nc2ccc(OC)cc2)C(O)(C(F)(F)F)C1 (centres undefined),1%,-5%,-3%,-2.3%,0.6%,-9%,-0.01,1239,0.1%,1.1
CSc1ccccc1OCc1cc(C(=O)N2CCc3sccc3C2)no1,13%,nt,nt,nt,?,2%,nt,nt,-0.3%,nt
CCOC(=O)C1=C(CC)Nc2ccccc2N=C1NC(=O)c1ccc(S(=O)(=O)N2CCOCC2)cc1,0%,4%,7%,0.4%,2.3%,-11%,0.23,1263,0.2%,1
COc1ccccc1CNC(=O)C1CCCC1,4%,nt,nt,nt,1.1%,1%,nt,nt,-0.4%,nt

# For reference, 10 of the compounds above:
SMILES,Large T inhibition,PMI inhibitors,PMI inhibition,CSM14.1 death rescue,RSV antiviral HEp-2,PhoP inhibition,Ins promoter up,Ins promoter up cell count,West Nile antiviral,TNAP activation fold
C=CCn1c(SCC(=O)OCC)nc(C(F)(F)F)cc1=O,11%,-4%,-2%,1.4%,-2.0%,-7%,-0.04,1419,0.6%,1.1
C=CCn1c(CNC(=O)c2ccco2)nnc1SCC(=O)c1ccccc1,13%,-42%,-75%,-0.8%,1.4%,-1%,0.43,1522,-0.3%,1.1
Cc1ccccc1NC(=O)Cn1nc(C(=O)O)c2ccccc2c1=O,4%,nt,nt,nt,0.1%,4%,nt,nt,-0.1%,nt
CSc1ccccc1C(=O)C1CCCN(Cc2c(C)n(C)n(-c3ccccc3)c2=O)C1 (centres undefined),9%,1%,-6%,-0.7%,-1.0%,9%,0.74,1492,-1.0%,1.1
COc1ccccc1NC1=NC(c2ccc(Cl)cc2)N=C(N)N1 (centres undefined),0%,14%,8%,-3.7%,0.2%,0%,1.3,1653,-0.8%,1.3
COC(=O)C(CC(C)C)Oc1ccc2c(C)cc(=O)oc2c1 (centres undefined),3%,6%,5%,-2.6%,0.5%,2%,0.91,1192,-0.2%,1.1
Cc1cc(N2CCN(C)CC2)nc2ccc(NC(=S)NCc3cccs3)cc12,31%,5%,15%,-0.6%,7.0%,-5%,-0.48,1191,14%,1.1
CC(OC(=O)CC1CC2CCC1C2)C(=O)Nc1ccc(N2CCOCC2)cc1 (centres undefined),11%,6%,9%,-14%,-0.2%,-5%,-0.08,1318,0.1%,1.1
COC(=O)c1ccccc1C(=O)c1ccc2c(c1)NC(=O)CO2,3%,-10%,-2%,0.8%,0.5%,-3%,-0.37,1300,-0.2%,1.1
CCC1=NN(C(=O)C(=O)Nc2ccc(OC)cc2)C(O)(C(F)(F)F)C1 (centres undefined),1%,-5%,-3%,-2.3%,0.6%,-9%,-0.01,1239,0.1%,1.1

# (more compounds)
SMILES,Large T inhibition,PMI inhibitors,PMI inhibition,CSM14.1 death rescue,RSV antiviral HEp-2,PhoP inhibition,Ins promoter up,Ins promoter up cell count,West Nile antiviral,TNAP activation fold
CC(=O)CCc1ccc(OCC(O)CNCCOc2ccc(C)cc2)cc1 (centres undefined),2%,nt,nt,nt,-0.8%,2%,nt,nt,-0.8%,nt
Cc1cc(C)nc(/N=C(\N)Nc2ccc(SC(F)F)cc2)n1,18%,nt,nt,nt,45%,43%,-0.45,789,-0.4%,nt
CS(=O)(=O)c1cnc2c(S(=O)(=O)c3ccccc3)cnn2c1N,3%,5%,5%,0.0%,5.3%,-6%,0.32,1403,0.1%,1.1
O=C(O)CCN1C(=O)/C(=C/c2cn(-c3ccccc3)nc2-c2cccs2)SC1=S,10%,nt,nt,-4.0%,nt,-18%,0.68,1350,-1.6%,0.8
O=c1c(CN2CCN(c3ccccn3)CC2)coc2ccccc12,-1%,-6%,-2%,0.8%,-1.1%,-2%,0.34,1410,-0.7%,1
CCOC(=O)c1csc(NC(=O)Nc2cccc(OC)c2)n1,-1%,19%,10%,1.2%,nt,-9%,0.29,1409,-0.7%,1
CCC(=O)Nc1c2c(nn1-c1ccccc1C)CSC2,6%,2%,-3%,-1.1%,0.7%,12%,nt,nt,0.1%,1.1
O=C(Cc1cccs1)Nc1ccc(F)cc1F,7%,nt,nt,nt,1.6%,6%,nt,nt,-0.5%,nt
CC(C)(C)n1nc2c(c1NC(=O)COc1ccc3ccccc3c1)CS(=O)(=O)C2,13%,12%,6%,-0.1%,0.0%,-10%,nt,nt,-0.8%,1
O=C(N1CCOCC1)N1CCC(n2nnc3ccccc32)CC1,13%,0%,10%,0.6%,2.2%,-8%,1.2,1062,0.4%,1.1
CCCN(CCC)C(=O)C1CCC(CNS(=O)(=O)c2cccc3nsnc23)CC1 (centres undefined),-4%,nt,nt,nt,1.3%,7%,nt,nt,-1.1%,nt
O=C(COc1cccc(OC(F)F)c1)Nc1ccc(SC(F)F)cc1,9%,15%,13%,-1.2%,7.9%,-5%,-0.38,1278,0.1%,1.1
CCn1c(COc2ccc(C)cc2)nnc1SCC(=O)NNC(=O)c1ccc(OC)cc1,16%,8%,4%,0.7%,0.7%,7%,0.37,1394,-0.1%,2.5
